Shiga inhibitor: Shiga toxin inhibition; inhibition, % at 38.7 µM; 290,000 compounds, 9.2% hits; Vero cells, Shiga toxin protein synthesis inhibition reporter; in the data active = inhibition mostly above about 28%, no sharp cut-off; inactive = mostly below about 43%; note: 0% is about no effect
Pf growth 96h: P. falciparum growth inhibition at 96 hours. P. falciparum luciferase reporter growth, 96 h. Potency, µM (top dose mostly 28.7 µM), for the others: at the top dose activity change, negative = inhibition, hits mostly inhibitors. 320,000 compounds, 6.9% hits; note: potency is the fitted concentration of half-maximal effect; % is set by controls: 0 for no effect and ±100 for the full control effect
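Erythrocytes infected with luciferase-expressing P. falciparum were dispensed at 2% hematocrit and 0.05% parasitemia (final), then incubated with compounds 96 hours at 37 C in 5% CO2. Luminescence after detection reagent addition reported growth.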
Cycloheximide cs: counter-screen hit for Shiga toxin inhibitors, cycloheximide | cell reporter, cycloheximide protein synthesis inhibition counterscreen | max response, % | 300,000 compounds, 12% hits | AID 2314; in the data active = max response mostly above about 13%, no sharp cut-off; inactive = mostly below about 14%; note: read at 38.3 µM for the half of the compounds with a filed dose; 0% is about no effect
LmPK inh: inhibitors of Leishmania mexicana pyruvate kinase; 290,000 compounds, 0.37% hits; Potency, µM (titrated, usually from 57.5 µM), for inactives: at the highest dose activity change, negative = inhibition, usual class: inhibitors; Q27686; AID 1721; purified LmPK, Kinase-Glo ATP luminescence, 1 h; note: potency is the fitted concentration of half-maximal effect; % is set by controls: 0 for no effect and ±100 for the full control effect
Target sequence (Q27686 whole entry, looked up): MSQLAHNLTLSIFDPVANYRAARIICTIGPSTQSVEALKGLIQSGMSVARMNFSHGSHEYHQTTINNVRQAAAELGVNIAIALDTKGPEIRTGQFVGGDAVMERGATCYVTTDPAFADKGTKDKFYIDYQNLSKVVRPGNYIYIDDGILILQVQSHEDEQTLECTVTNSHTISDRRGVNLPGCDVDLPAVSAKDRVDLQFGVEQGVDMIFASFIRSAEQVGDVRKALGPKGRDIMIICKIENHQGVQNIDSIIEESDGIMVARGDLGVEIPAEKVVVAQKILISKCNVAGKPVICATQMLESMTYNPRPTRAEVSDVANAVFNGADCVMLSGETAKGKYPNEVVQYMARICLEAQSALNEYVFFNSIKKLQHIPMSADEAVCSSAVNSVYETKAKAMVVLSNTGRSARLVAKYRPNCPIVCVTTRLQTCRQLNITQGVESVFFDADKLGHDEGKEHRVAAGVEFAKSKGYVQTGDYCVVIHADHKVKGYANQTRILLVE
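Kinase-Glo luminescence read after 1 h RT reaction of 0.1 nM LmPK with 0.5 mM PEP and 0.1 mM ADP. Activity scaled between uninhibited and enzyme-free controls.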
AmpC inh no detg: blocks E. coli AmpC beta-lactamase in detergent-free assay; AmpC nitrocefin hydrolysis, absorbance 480 nm, 0.0001% Triton; 330,000 compounds, 0.52% hits; Potency, µM (titrated, usually from 57.1 µM), for inactives: at the highest dose activity change, negative = inhibition, usual class: inhibitors;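 note: potency is the fitted concentration of half-maximal effect; plate controls were no compound for no effect and no enzyme for full effect; nearly all actives have a fitted effect of over 20% in size; some results filed as inactive show a strong effect at the top dose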
Target sequence (P00811 whole entry, looked up): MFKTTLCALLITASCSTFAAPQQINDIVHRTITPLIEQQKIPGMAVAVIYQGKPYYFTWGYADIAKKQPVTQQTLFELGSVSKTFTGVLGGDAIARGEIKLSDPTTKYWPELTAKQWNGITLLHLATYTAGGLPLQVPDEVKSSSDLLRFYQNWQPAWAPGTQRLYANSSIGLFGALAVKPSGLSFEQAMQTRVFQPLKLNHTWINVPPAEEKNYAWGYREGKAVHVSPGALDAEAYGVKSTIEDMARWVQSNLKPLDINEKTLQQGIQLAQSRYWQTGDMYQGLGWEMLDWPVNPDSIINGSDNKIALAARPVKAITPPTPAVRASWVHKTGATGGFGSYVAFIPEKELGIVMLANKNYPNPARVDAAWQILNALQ
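20 mM phosphate pH 7.0 + 0.01% (detergent screen) or 0.0001% Triton X-100; 5.3 nM AmpC reagent; cpd preinc 15 min RT; nitrocefin (800 uM stock) to start; A480 q20 s × 4 min; Activity was normalised to no-enzyme and no-compound control wells.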
Pf growth 48h: inhibits P. falciparum growth in the first generation, 48 h | P. falciparum luciferase growth in erythrocytes, 48 h | Potency, µM (doses to about 28.7 µM), without a hit: at the highest dose activity change, negative = inhibition, usual class: inhibitors | 310,000 compounds, 5.9% hits | AID 504832; note: potency is the fitted concentration of half-maximal effect; % is set by controls: 0 for no effect and ±100 for the full control effect
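A one-generation exposure of luciferase-tagged malaria parasites in RPMI 1640/Albumax erythrocyte culture, 37 C and 5% CO2. Inhibition is inferred from decreased luminescence after adding detection reagent.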
TbPYK inhibitor: inhibitors of Trypanosoma brucei pyruvate kinase; TbPYK enzyme, Kinase-Glo Plus ATP luminescence, 45 min; Potency, µM (series often up to 76.8 µM), for inactives: top-dose activity, negative = inhibition, actives largely listed as inhibitors; 410,000 compounds, 0.12% hits; AID 624173; note: potency is the fitted concentration of half-maximal effect; % is set by controls: 0 for no effect and ±100 for the full control effect; nearly all actives have a fitted effect of over 50% in size
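Enzyme and substrate buffer are dispensed first and compound is pin-transferred. ADP at 130 uM final then starts the reaction, which runs 45 min at room temperature. Detection reagent is added for 10 min before luminescence is imaged.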
* hit, by the source's call; ? = inconclusive; / = no result given; & = joins results of further samples; [ ] = remark or other dose. Unless noted, calls come from the whole dose curve; as a rule, active = well fitted curve in the direction sought with a large enough effect; inconclusive = small, poorly fitted or top-dose-only effect, or another doubt; inactive = no such curve, though single readings can be large; an effect the other way counts as inactive or inconclusive.

SMILES	Shiga inhibitor	Pf growth 96h	Cycloheximide cs	LmPK inh	AmpC inh no detg	Pf growth 48h	TbPYK inhibitor
COCC1CCN(C(=O)C2CCC(=O)N(CC3CCCCC3)C2)CC1 (stereo not drawn)	20	?	-2	-10%	17%	3%	0%
COC(CNC(=O)c1ccc2c(c1)nc(C)n2-c1ccc(F)c(F)c1)OC	-2	?	-1	-3%	13%	1%	-3%
Cc1cc(C)c2c(CC(=O)O)coc2c1	16	8%	5	-2%	-29%	6%	-6%
CCOc1ccc(-c2c(C(=O)N/N=C/c3cccs3)nnn2-c2nonc2N)cc1	25	-15%	0	2%	-49%	8%	3%
CCc1cccc(NC(=O)CCCN2C(=O)C(c3ccccc3)Oc3cccnc32)c1 (stereo not drawn)	-3	?	11	7%	-10%	?	1%
COc1ccc(N=Nc2cnc(C)nc2-c2ccccc2)cc1	22	?	8	0%	?	?	4%
CCOC(=O)c1cc2c3ccccc3n(CC)c2nc1N	35	/	8	2%	6%	?	5%
C=CCN1C(=S)N[C@@H]2CS(=O)(=O)C[C@@H]21	1	7%	-2	-6%	-2%	-11%	2%
Cc1nn(Cc2c(Cl)cccc2Cl)c(Cl)c1/C=C/C(=O)OCC(=O)NCC(F)(F)F	-10	/	-5	13%	-12%	5%	2%
O=C(NC1CCCC1)C(c1ccco1)N(C(=O)c1ccco1)c1ccccc1 (stereo not drawn)	3	10%	-2	-2%	-6%	-8%	0%
CCCCCNC(=O)N[C@H](C(=O)O)C(C)C	8	5%	-4	-2%	-3%	-9%	3%
CCOc1ccc2nc(NS(=O)(=O)c3ccc4c(c3)n(C)c(=O)n4C)sc2c1	12	-11%	-3	6%	-2%	1%	-13%
Cc1nc2cc3nc(C)sc3cc2s1	109*	122%[activator]	36*	-10%	-21%	151%[activator]	-26%
CN(CCc1ccccn1)C(=O)c1cccnc1Oc1ccc(Cl)cc1	1	13%	-3	-2%	11%	1%	6%
COc1cc(-c2cc(C(=O)NCc3ccco3)c3ccccc3n2)cc(OC)c1OC	27	10µM*	23*	-3%	159%[activator]	?	-3%
COc1ccc(-c2nnn(CC(=O)N(Cc3ccccc3Cl)C(C(=O)NCC3CCCO3)c3ccco3)n2)cc1 (stereo not drawn)	-9	?	-5	1%	69%[activator]	?	6%
CCOc1ccc(CCN2C(=O)c3ccc(C(=O)O)cc3C2=O)cc1OCC	-2	62%[activator]	0	-2%	-11%	1%	-13%
COc1ccc(OC)c(NC(=O)c2cc(S(=O)(=O)N(C)C)ccc2N2CCCC2)c1	/	?	/	/	40%	13µM*	-2%
CCN1CCN(C/C(C)=C/c2ccccc2)CC1	6	?	-2	-4%	-6%	17%	-3%
Cn1nc(C(=O)Nc2ccc(Br)cc2)cc1C(=O)Nc1ccc(Br)cc1	-4	?	-2	-1%	-16%	27%	3%
CCC(=O)Nc1cc(=O)[nH]c2ncnn12	-3	0%	-4	-1%	-2%	31%[activator]	2%
COc1cc(Cl)c(C)cc1NC(C)C(=O)Nc1cc(C(F)(F)F)ccc1N1CCOCC1 (stereo not drawn)	-9	0.066µM*	1	-1%	-49%	0.15µM*	-2%
CC[C@@]12C(=O)N(c3ccc(C)cc3)C(=O)N1[C@H](c1ccc(OC)cc1)[C@@H]1C(=O)N(C(C)(C)C)C(=O)[C@@H]12	12	?	10	2%	144%[activator]	?	6%
CC(C)(C)SCCNC(=O)c1ccc(CN2CCc3ccccc3C2)cc1	54*	-3%	44*	-12%	41%	-37%	2%
COc1cc(-c2ccc(=O)[nH]n2)ccc1OC(F)F	-4	-21%	14	1%	-6%	6%	3%&4%
CCOc1cc2c(cc1OCC)-n1cccc1C(c1ccccc1OC)NC2 (stereo not drawn)	-19	0%	-2	5%	33%	10µM*	-5%
O=C(CCCn1c(SCc2cc(=O)n3cc(Cl)ccc3n2)nc2ccccc2c1=O)NCC1CCCO1 (stereo not drawn)	-1	10µM*	-4	0%	3%	6.6µM*	4%
CC(C)(C)NC(=O)/C(=C\c1cccnc1)NC(=O)c1ccco1	12	-12%	-1	-4%	-17%	2%	-8%
O=C(CCN1C(=O)c2ccccc2C1=O)Nc1ccc(-c2nc3ccccc3s2)cc1	110*	1.3µM*	33*	-1%	-6%	40%[activator]	-28%
CS(=O)(=O)N1CCN(C(=O)CSc2ccccc2)CC1	/	?	-1	-4%	-4%	15%	-19%
COc1ccc([C@H]2Cc3cccc(O)c3C(=O)O2)cc1O	/	29%	/	/	-16%	73%[activator]	-5%
COc1ccc(Cl)cc1NC(=O)c1ccoc1C	-2	/	-3	-5%	-24%	4%	-2%
Cc1cc(=O)nc2c3ccccc3n(CC(=O)Nc3ccccc3Br)n12	-5	?	-1	5%	-4%	?	1%
CCCCn1c(N)c(N(Cc2ccccc2OC)C(=O)C(C)Oc2ccc(Cl)cc2)c(=O)[nH]c1=O (stereo not drawn)	13	?	0	-5%	-2%	?	1%
COc1ccc(NC(=S)Nc2cccc([N+](=O)[O-])c2)cc1	-4	78%[activator]	8	6%	-30%	15%	1%
CCCSc1ccc(C(=O)Nc2ccc(F)cc2F)cn1	30	32%[activator]	30*	-15%	-18%	28%	-1%

Among those listed so far, these have fluorine.
SMILES	Shiga inhibitor	Pf growth 96h	Cycloheximide cs	LmPK inh	AmpC inh no detg	Pf growth 48h	TbPYK inhibitor
COC(CNC(=O)c1ccc2c(c1)nc(C)n2-c1ccc(F)c(F)c1)OC	-2	?	-1	-3%	13%	1%	-3%
Cc1nn(Cc2c(Cl)cccc2Cl)c(Cl)c1/C=C/C(=O)OCC(=O)NCC(F)(F)F	-10	/	-5	13%	-12%	5%	2%
COc1cc(Cl)c(C)cc1NC(C)C(=O)Nc1cc(C(F)(F)F)ccc1N1CCOCC1 (stereo not drawn)	-9	0.066µM*	1	-1%	-49%	0.15µM*	-2%
COc1cc(-c2ccc(=O)[nH]n2)ccc1OC(F)F	-4	-21%	14	1%	-6%	6%	3%&4%
CCCSc1ccc(C(=O)Nc2ccc(F)cc2F)cn1	30	32%[activator]	30*	-15%	-18%	28%	-1%

More compounds
SMILES	Shiga inhibitor	Pf growth 96h	Cycloheximide cs	LmPK inh	AmpC inh no detg	Pf growth 48h	TbPYK inhibitor
CCN(CC1COc2ccccc2O1)C(=O)c1ccc(Cl)c(S(=O)(=O)N2CC(C)OC(C)C2)c1 (stereo not drawn)	/	-25%	/	/	150%[activator]	?	5%
Nn1cnnc1N/N=C/c1ccc(Cl)c([N+](=O)[O-])c1	39	?	6	-1%	-23%	?	2%
O=C(NNC(=S)Nc1ccccc1Cl)c1ccccc1Br	74*	41%[activator]	49*	-5%	-27%	278%[activator]	3%
CCOC(=O)CSc1nc(N2CCOCC2)c2c(c1C#N)CC(C)(C)N(C)C2	-12	75%	-3	1%	45%	?	3%
COc1cc(/C=N/Nc2nc(=O)[nH]nc2C)ccc1O	70*	?	37*	-23%	-15%	?	-12%
O=C(/C=C/c1ccc(Cl)cc1Cl)OCC(=O)N1CCCC1	/	25%	/	/	57%	11%	-7%
Cc1cc(Cl)ccc1NC(=S)NCCCN1CCCC1=O	-6	22%	-3	-1%	-9%	14%	-8%
CCOC(=O)c1cccc(NC(=O)c2cc3ccccc3o2)c1	57*	0%	49*	-1%	-34%	108%[activator]	3%
COC(=O)Cn1cccc1C(=O)c1ccccc1	-9	7%	8	2%	-3%	?	0%
COc1ccc(CNC(=O)[C@]2(C)CCC[C@@]3(C)C4CC[C@@]5(C)C[C@]4(CCC32)CC5=O)cc1 (stereo partly drawn)	/	?	/	/	23%	?	-7%
CC(C)Cn1c(-c2ccccc2)nc2ccccc2c1=O	-4	?	-4	4%	18%	-18%	0%
CCn1c(SCC(=O)NCc2cccs2)nnc1-c1ccncc1	12	?	-5	2%	-17%	9%	-3%
COc1ccc2[nH]c(=O)c(CN(Cc3cccs3)S(=O)(=O)c3cccc4nsnc34)cc2c1	-4	-7%	1	4%	-19%	7.4µM*	-1%
COc1ccc(NC(=S)Nc2cccc(C)n2)cc1	62	?	19*	2%	-21%	4.7µM*	4%
Cc1ccc(C)c2[nH]c(=O)c(CCNC(=O)C(C)(C)C)cc12	-7	58%[activator]	8	7%	40µM*	38%[activator]	1%
O=S1(=O)C=C(N2CCCCC2)c2ccccc21	-5	?	13	-3%	-10%	10%	-6%
O=C(COc1ccccc1)NC1C(=O)N2C(C(=O)O)=C(Cl)CSC12 (stereo not drawn)	-25	?	-3	15%	-19%	0%	-11%
Cc1ccc2c(c1)cc1c(=O)n(CC(=O)NCc3ccccn3)nc(C)n12	2	?	-1	0%	-10%	29%	-2%
CCN1CCN(C(=O)c2cc3ccc(OC)cc3[nH]2)CC1	60*	130%[activator]	31*	-5%	-12%	99%[activator]	7%
CC(C)(C)NC(=O)C(=O)N/N=C/c1cccs1	67*	109%[activator]	37*	-8%	-12%	86%[activator]	-8%
O=C(NCc1ccccc1F)C1CCCN1S(=O)(=O)c1ccc(Cl)cc1 (stereo not drawn)	-7	-23%	-2	-1%	2%	-6%	-14%
CN(C)CCNC(=O)C(=O)Nc1cc2c3c(c1)CCN3C(=O)CC2	-3	18%	-3	3%	-10%	19%	3%
Cc1ccc(NC(=O)CSc2nnc(Cn3cnc4ccccc43)o2)cc1	-6	/	-3	0%	-1%	13%	1%
c1ccc(-c2nc(-c3ccncc3)no2)cc1	148*	9%	70*	14µM*	/	43%[activator]	-14%
Cc1cc(C(=O)N/N=C/c2ccccc2)c(C)o1	68*	107%[activator]	58*	?	-24%	86%[activator]	-8%
O=C(O)CCC(=O)CCC(=O)c1ccccc1	-16	?	-3	-3%	1%	10%	5%
CCN1C=CC(=C2C(=O)c3ccccc3C2=O)C=C1	-32	?	-9	13µM*	0%	?	?
C=CCn1c(CCNC(=O)c2cccs2)nnc1SCC(=O)c1ccc(Br)cc1	-14	?	-2	3%	19%	/	-21%
COc1ccc(Nc2ccc(Nc3ccc(OC)cc3)nn2)cc1	-2	-10%	1	0%	-30%	8%	-1%
CC(C)C12CN3CC(C(C)C)(CN(C1)C3c1cccnc1)C2=O (stereo not drawn)	-11	-10%	-1	-2%	-3%	?	-1%
O=C(COc1cccc([N+](=O)[O-])c1)NN1C(=O)c2ccccc2C1=O	1	106%[activator]	0	-4%	6%	9%	-2%
COc1ccc(C)cc1S(=O)(=O)NCC(c1ccc2c(c1)OCO2)N1CCN(C)CC1 (stereo not drawn)	/	1%	/	/	10%	-10%	-5%
Cc1ccc(S(=O)(=O)N2CCN(S(=O)(=O)c3ccccc3)C2c2ccc(N(C)C)cc2)cc1 (stereo not drawn)	22	?	2	2%	-3%	?	-6%
O=C(NCc1ccc(N2CCCC2=O)cc1)Nc1cccc2ccccc12	-13	?	-7	-1%	-6%	2%	-5%
Cc1cccc(C)c1-n1c(=O)n(Cc2ccccc2)c(=O)c2[nH]cnc21	5	-8%	-1	4%	-7%	6%	9%

One compound at a time, from the list above.
Shown for COc1ccc(Nc2ccc(Nc3ccc(OC)cc3)nn2)cc1 : Shiga inhibitor = -2; Pf growth 96h = -10%; Cycloheximide cs = 1; LmPK inh = 0%; AmpC inh no detg = -30%; Pf growth 48h = 8%; TbPYK inhibitor = -1%
Shown for O=C(NCc1ccc(N2CCCC2=O)cc1)Nc1cccc2ccccc12 : Shiga inhibitor = -13; Pf growth 96h = ?; Cycloheximide cs = -7; LmPK inh = -1%; AmpC inh no detg = -6%; Pf growth 48h = 2%; TbPYK inhibitor = -5%

Compound activity (PubChem)
